Bioassay records: PubChem BioAssay, several laboratories
PPC-1+TRAIL kill = PPC-1 cancer cell killing with TRAIL present. cell killing (% activity), % at 4 µM. PPC-1 cells + TRAIL, ATPLite viability luminescence. 220,000 compounds, 0.41% hits;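 active means cell killing above 50% in the first pass at 4 µM, then a duplicate retest at 5 µM averaging 50% or more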;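 further: plate controls were cells with TRAIL plus DMSO for no effect and medium-only wells lacking cells for full effect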
Furin inhibitor = inhibitors of human furin; inhibition, % at 30 µM; 220,000 compounds, 0.061% hits; P09958; purified furin, fluorogenic substrate cleavage; in the data active means inhibition above about 25%; further: inactives centre near -15
Ba/F3 V617F tox = reduce viability of Ba/F3 cells dependent on JAK2V617F; 220,000 compounds, 1.1% hits; inhibition, % at 5.6 µM; Ba/F3 EpoR-JAK2V617F viability, ATP luminescence;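 active means inhibition above the campaign mean plus 3 SD over all tested compounds, cut at about 24% in these data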;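 further: cytokine-independent growth of Ba/F3 cells driven by EpoR plus mutant JAK2; 0% = DMSO-treated cells and 100% = JAK inhibitor I control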
NCF1 inh = p47phox (human) inhibition; P14598; p47phox/p22phox peptide binding, fluorescence polarization, 2 h; inhibition, % at 24.7 µM; 220,000 compounds, 0.53% hits; AID 1274;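 active means inhibition above about 30%, limit read from the data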;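 further: 0% = p47phox with labelled peptide and 100% = labelled peptide alone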
Target sequence (P14598 whole entry, looked up): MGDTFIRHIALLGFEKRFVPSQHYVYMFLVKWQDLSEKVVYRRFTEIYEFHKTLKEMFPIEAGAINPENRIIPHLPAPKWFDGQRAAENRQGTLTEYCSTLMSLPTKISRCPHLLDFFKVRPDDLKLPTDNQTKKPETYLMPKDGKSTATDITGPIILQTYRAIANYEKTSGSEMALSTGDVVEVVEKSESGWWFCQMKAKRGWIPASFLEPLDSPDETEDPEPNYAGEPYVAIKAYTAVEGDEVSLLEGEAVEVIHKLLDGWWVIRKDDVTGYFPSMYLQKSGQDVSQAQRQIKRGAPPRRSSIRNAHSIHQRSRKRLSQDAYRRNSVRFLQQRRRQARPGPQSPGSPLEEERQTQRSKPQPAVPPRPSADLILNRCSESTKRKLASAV
TbHK1 inh = blocks Trypanosoma brucei hexokinase 1 activity. recombinant TbHK1, G6PDH-coupled NADH A340. inhibition, % at 10 µM. 220,000 compounds, 0.11% hits. AID 1430;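 active means inhibition of 50% or more in the single-dose primary screen; inactive means inhibition below 50%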
p97 inhibitor = blocks human p97 ATPase activity; P55072; recombinant p97 ATPase, Kinase-Glo ATP luminescence, 3 h; inhibition, % at 8 µM; 220,000 compounds, 0.42% hits; AID 1481; in the data active means inhibition above about 15%;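 further: 0% = DMSO vehicle and 100% = wells lacking enzyme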
BaF3 tox = counter-screen for JAK2V617F inhibitors: parental Ba/F3 viability inhibitors; CellTiter-Glo ATP luminescence; inhibition, % at 5.6 µM; 220,000 compounds, 1.1% hits; AID 1486;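 active means inhibition above a per-campaign cutoff, the mean inhibition of all tested compounds plus 3 SD, cut at about 27% in these data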;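 further: 0% = DMSO wells and 100% = JAK Inhibitor I control wells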
RBBP9 inh = blocks human serine hydrolase RBBP9. inhibition, % at 7.94 µM. 220,000 compounds, 0.2% hits. O75884. recombinant RBBP9, FP-Rh probe fluorescence polarization;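 active means inhibition above the campaign mean of all tested compounds plus 3 SD, cut at about 14% in these data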;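 further: plate controls were DMSO wells with RBBP9 for no effect and wells lacking RBBP9 protein for full effect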
Target sequence (O75884 whole entry, looked up): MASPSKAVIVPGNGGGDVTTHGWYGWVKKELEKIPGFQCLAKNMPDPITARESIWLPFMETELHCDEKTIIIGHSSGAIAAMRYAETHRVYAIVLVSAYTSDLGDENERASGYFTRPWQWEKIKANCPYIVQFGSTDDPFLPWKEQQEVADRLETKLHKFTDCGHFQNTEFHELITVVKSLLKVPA
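System: RBBP9 protein | Quantity: 2.5 µM RBBP9 dispensing solution, before mixing | Reagent: FP-Rh probe, 375 nM dispensing solution | Timing: Enzyme-compound preincubation 30 min, then probe labeling 45 min, 25 °C | Measured by: Fluorescence polarization | Read-out: % inhibition | Replication: One well per compound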
PGE2 EP2 inh = EP2 receptor (human) inhibition; P43116; C6 glioma cells expressing human EP2, cAMP TR-FRET; cells stimulated with saturating PGE2; inhibition, % at 25 µM; 260,000 compounds, 0.52% hits; AID 1422;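 active means percent inhibition above 40 after rounding to a whole number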;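 further: rat C6 glioma host cells with rolipram phosphodiesterase inhibitor present; the protocol text gives 20 µM as final concentration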
Target sequence (P43116 whole entry, looked up): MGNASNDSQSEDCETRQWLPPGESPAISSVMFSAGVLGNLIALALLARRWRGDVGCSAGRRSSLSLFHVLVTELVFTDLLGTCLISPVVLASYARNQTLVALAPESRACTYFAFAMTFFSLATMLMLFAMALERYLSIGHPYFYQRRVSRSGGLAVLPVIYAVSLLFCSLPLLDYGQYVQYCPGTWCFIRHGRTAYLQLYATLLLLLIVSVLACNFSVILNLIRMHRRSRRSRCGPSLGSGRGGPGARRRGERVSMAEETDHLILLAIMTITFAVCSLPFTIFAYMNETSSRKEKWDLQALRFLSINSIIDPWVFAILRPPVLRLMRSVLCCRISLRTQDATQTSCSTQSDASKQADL
Active calls of the source: *; & = joins results of further samples; [ ] = another dose, or the depositor's remark. This is a subset; rates above refer to the full screens.

How did Cn1nc(C(F)(F)F)c(/C=N/OC(=O)c2ccccc2)c1SCc1ccccc1Cl do in these assays?
PPC-1+TRAIL kill: 9; Furin inhibitor: -14; Ba/F3 V617F tox: 0; NCF1 inh: -16; TbHK1 inh: 8; p97 inhibitor: 9; BaF3 tox: -2; RBBP9 inh: -5; PGE2 EP2 inh: 2

Results for CCNC(=O)Nn1c(C)nnc1C ?
PPC-1+TRAIL kill: 5; Furin inhibitor: -17[20 µM]; Ba/F3 V617F tox: 0; NCF1 inh: -3; TbHK1 inh: 0; p97 inhibitor: -3; BaF3 tox: 5; RBBP9 inh: -10; PGE2 EP2 inh: -6

How did O=c1c2nnn(Cc3ccc(Cl)cc3)c2ncn1Cc1ccc(F)cc1 do in these assays?
PPC-1+TRAIL kill: 18; Furin inhibitor: -15[20 µM]; Ba/F3 V617F tox: -4; NCF1 inh: -3; TbHK1 inh: 2; p97 inhibitor: 3; BaF3 tox: -1; RBBP9 inh: 0; PGE2 EP2 inh: 3

How did CCC(=O)NC(=S)NNC(=O)c1ccccc1[N+](=O)[O-] do in these assays?
PPC-1+TRAIL kill: 4; Furin inhibitor: -19; Ba/F3 V617F tox: -4; NCF1 inh: -4; TbHK1 inh: -2; p97 inhibitor: -14; BaF3 tox: 2; RBBP9 inh: -4; PGE2 EP2 inh: 3

Results for O=C(/C=C/c1ccccc1[N+](=O)[O-])N1CCN(C(=O)c2ccco2)CC1 ?
PPC-1+TRAIL kill: 8; Furin inhibitor: -26; Ba/F3 V617F tox: -1; NCF1 inh: -7; TbHK1 inh: -10; p97 inhibitor: 4; BaF3 tox: 2; RBBP9 inh: -5; PGE2 EP2 inh: 8

Results for COCCN(C(=S)Nc1ccc(OC)cc1)C(C)c1cccs1 (stereo unspecified) ?
PPC-1+TRAIL kill: -5; Furin inhibitor: -25; Ba/F3 V617F tox: -2; NCF1 inh: -7; TbHK1 inh: -4; p97 inhibitor: 3; BaF3 tox: 4; RBBP9 inh: -4; PGE2 EP2 inh: 6

Results for CCOC(=O)c1c(NC(=O)Cn2nc(C(F)F)cc2C(F)F)sc(C)c1C ?
PPC-1+TRAIL kill: 24; Furin inhibitor: -2[20 µM]; Ba/F3 V617F tox: 1; NCF1 inh: -12; TbHK1 inh: -1; p97 inhibitor: -4; BaF3 tox: 7; RBBP9 inh: -12; PGE2 EP2 inh: 12

What do the screens show for `Cc1cccc(C(=O)NNC(=O)c2ccco2)c1`?
PPC-1+TRAIL kill: 9; Furin inhibitor: -20; Ba/F3 V617F tox: -2; NCF1 inh: -7; TbHK1 inh: 4; p97 inhibitor: -1; BaF3 tox: 4; RBBP9 inh: -5; PGE2 EP2 inh: 9

How did CCOC(=O)N/N=C(\C)c1ccc(C)c([N+](=O)[O-])c1 do in these assays?
PPC-1+TRAIL kill: 30; Furin inhibitor: -17; Ba/F3 V617F tox: 0; NCF1 inh: -14; TbHK1 inh: -8; p97 inhibitor: 0; BaF3 tox: 5; RBBP9 inh: -8; PGE2 EP2 inh: 8

Results for O=[N+]([O-])c1ccc2nc(-c3ccccc3)[nH]c2c1 ?
PPC-1+TRAIL kill: 16; Furin inhibitor: 9; Ba/F3 V617F tox: 8; NCF1 inh: -18; TbHK1 inh: -29; p97 inhibitor: -8; BaF3 tox: 10; RBBP9 inh: -2; PGE2 EP2 inh: 20

What do the screens show for `COc1ccc(-c2nc(C)c(C(C)=O)n2O)cc1[N+](=O)[O-]`?
PPC-1+TRAIL kill: -17; Furin inhibitor: -23; Ba/F3 V617F tox: -3; NCF1 inh: -6; TbHK1 inh: -15; p97 inhibitor: 4; BaF3 tox: 7; RBBP9 inh: -7; PGE2 EP2 inh: 5

How did Cc1ccc(N2CCN(C(=O)c3ccccc3NC(=O)C3CCCCC3C(=O)O)CC2)cc1 (stereo unspecified) do in these assays?
PPC-1+TRAIL kill: 8; Furin inhibitor: -14; Ba/F3 V617F tox: 2; NCF1 inh: 2; TbHK1 inh: -7; p97 inhibitor: -3; BaF3 tox: 2; RBBP9 inh: -7; PGE2 EP2 inh: 7

Results for CCOC(=O)Cc1nnc(NC(=O)c2ccccc2OC)s1 ?
PPC-1+TRAIL kill: -15; Furin inhibitor: -11; Ba/F3 V617F tox: -3; NCF1 inh: -4; TbHK1 inh: 16; p97 inhibitor: -3; BaF3 tox: 0; RBBP9 inh: -3; PGE2 EP2 inh: 16

How did O=C(CSc1nc2ccccc2c(=O)[nH]1)c1cccs1 do in these assays?
PPC-1+TRAIL kill: 18; Furin inhibitor: -11; Ba/F3 V617F tox: -1; NCF1 inh: -8; TbHK1 inh: 0; p97 inhibitor: -2; BaF3 tox: 6; RBBP9 inh: -6; PGE2 EP2 inh: 1

What do the screens show for `O=C(N/N=C\C=C\c1ccco1)c1cncc(Br)c1`?
PPC-1+TRAIL kill: 14; Furin inhibitor: 1; Ba/F3 V617F tox: -2; NCF1 inh: -9; TbHK1 inh: -111; p97 inhibitor: 11; BaF3 tox: -4; RBBP9 inh: -5; PGE2 EP2 inh: 8

Already shown: two of the compounds above.
How did Cn1nc(C(F)(F)F)c(/C=N/OC(=O)c2ccccc2)c1SCc1ccccc1Cl do in these assays?
PPC-1+TRAIL kill: 9; Furin inhibitor: -14; Ba/F3 V617F tox: 0; NCF1 inh: -16; TbHK1 inh: 8; p97 inhibitor: 9; BaF3 tox: -2; RBBP9 inh: -5; PGE2 EP2 inh: 2

Results for CCNC(=O)Nn1c(C)nnc1C ?
PPC-1+TRAIL kill: 5; Furin inhibitor: -17[20 µM]; Ba/F3 V617F tox: 0; NCF1 inh: -3; TbHK1 inh: 0; p97 inhibitor: -3; BaF3 tox: 5; RBBP9 inh: -10; PGE2 EP2 inh: -6

Other compounds:
What do the screens show for `CCOC(=O)C1=NOC2C(=O)N(c3ccc(Cl)cc3Cl)C(=O)C12` (stereo unspecified)?
PPC-1+TRAIL kill: 7; Furin inhibitor: -27; Ba/F3 V617F tox: -1; NCF1 inh: -19; TbHK1 inh: 0; p97 inhibitor: 3; BaF3 tox: 6; RBBP9 inh: -11; PGE2 EP2 inh: 7

Results for O=C1CC(N2CCN(C3CC(=O)N(CCc4ccccc4)C3=O)CC2)C(=O)N1CCc1ccccc1 (stereo unspecified) ?
PPC-1+TRAIL kill: 10; Furin inhibitor: -14; Ba/F3 V617F tox: -4; NCF1 inh: -10; TbHK1 inh: 0; p97 inhibitor: 1; BaF3 tox: 0; RBBP9 inh: -1; PGE2 EP2 inh: 12

How did CCOCCCNC(=O)C(c1ccc(OC)cc1)N(Cc1cccs1)C(=O)c1ccccn1 (stereo unspecified) do in these assays?
PPC-1+TRAIL kill: 15; Furin inhibitor: -1; Ba/F3 V617F tox: 5; NCF1 inh: -3; TbHK1 inh: 10; p97 inhibitor: -2; BaF3 tox: 5; RBBP9 inh: -1; PGE2 EP2 inh: 15

How did Cc1c(-c2ccccc2)sc(Br)c1C(=O)N1CCOCC1 do in these assays?
PPC-1+TRAIL kill: 35; Furin inhibitor: -22[20 µM]; Ba/F3 V617F tox: 0; NCF1 inh: -1; TbHK1 inh: -13; p97 inhibitor: -4; BaF3 tox: 4; RBBP9 inh: 2; PGE2 EP2 inh: 11

How did O=C(CN1CCC(O)(c2ccc3c(c2)OCO3)CC1)NC1CCCCC1 do in these assays?
PPC-1+TRAIL kill: 18; Furin inhibitor: -6; Ba/F3 V617F tox: -3; NCF1 inh: 2; TbHK1 inh: -2; p97 inhibitor: 0; BaF3 tox: 0; RBBP9 inh: -6; PGE2 EP2 inh: 2

Results for COCC(C)n1c(COc2ccccc2F)nnc1SCC(=O)c1c(N)n(C)c(=O)n(C)c1=O (stereo unspecified) ?
PPC-1+TRAIL kill: 10; Furin inhibitor: -22; Ba/F3 V617F tox: 2; NCF1 inh: -1; TbHK1 inh: -4; p97 inhibitor: 0; BaF3 tox: 6; RBBP9 inh: 4; PGE2 EP2 inh: 10

Results for CCOC(=O)c1cnc(SCC(=O)OC)nc1N ?
PPC-1+TRAIL kill: 18; Furin inhibitor: -24; Ba/F3 V617F tox: 0; NCF1 inh: -5; TbHK1 inh: -11; p97 inhibitor: 1; BaF3 tox: 2; RBBP9 inh: -8; PGE2 EP2 inh: 6&3

How did CCOc1ccc2nc(SCc3ccc(OC)cc3)sc2c1 do in these assays?
PPC-1+TRAIL kill: 14; Furin inhibitor: -25; Ba/F3 V617F tox: 0; NCF1 inh: -11; TbHK1 inh: -1; p97 inhibitor: 0; BaF3 tox: 1; RBBP9 inh: -5; PGE2 EP2 inh: 7

How did O=C(Nc1nccs1)c1cc(Cl)ccc1[N+](=O)[O-] do in these assays?
PPC-1+TRAIL kill: -9; Furin inhibitor: -11; Ba/F3 V617F tox: -3; NCF1 inh: 2; TbHK1 inh: -14; p97 inhibitor: 4; BaF3 tox: 4; RBBP9 inh: -1; PGE2 EP2 inh: 6

Results for CCOC(=O)CCc1c(C)n(CC)c2ncnn2c1=O ?
PPC-1+TRAIL kill: 30; Furin inhibitor: -27; Ba/F3 V617F tox: -4; NCF1 inh: -6; TbHK1 inh: 8; p97 inhibitor: 4; BaF3 tox: 4; RBBP9 inh: -3; PGE2 EP2 inh: 10

What do the screens show for `COc1ccc(C2C(C(C)=O)=C(O)C(=O)N2CCc2ccccc2)c(OC)c1` (stereo unspecified)?
PPC-1+TRAIL kill: 16; Furin inhibitor: -6; Ba/F3 V617F tox: -2; NCF1 inh: -5; TbHK1 inh: -19; p97 inhibitor: 4; BaF3 tox: 2; RBBP9 inh: 4; PGE2 EP2 inh: 11&12

How did O=C(Nc1cccnc1)c1cc(F)c(F)cc1Cl do in these assays?
PPC-1+TRAIL kill: -4; Furin inhibitor: -18; Ba/F3 V617F tox: 0; NCF1 inh: 0; TbHK1 inh: -1; p97 inhibitor: 1; BaF3 tox: 8; RBBP9 inh: 3; PGE2 EP2 inh: 5

Results for Fc1ccc(/C=N/Nc2ncnc3nc[nH]c23)cc1F ?
PPC-1+TRAIL kill: 20; Furin inhibitor: 9; Ba/F3 V617F tox: 4; NCF1 inh: 0; TbHK1 inh: -45; p97 inhibitor: -2; BaF3 tox: 10; RBBP9 inh: -5; PGE2 EP2 inh: 8

How did CN(C)c1ccc(/C=C/c2ccc3ccccc3n2)cc1 do in these assays?
PPC-1+TRAIL kill: 92*[5 µM]; Furin inhibitor: 6; Ba/F3 V617F tox: 15; NCF1 inh: -51; TbHK1 inh: -18; p97 inhibitor: -44; BaF3 tox: 22; RBBP9 inh: -14; PGE2 EP2 inh: 10

What do the screens show for `Cn1cc(CNC(=O)C2CCCCC2)cn1`?
PPC-1+TRAIL kill: 0; Furin inhibitor: -26[20 µM]; Ba/F3 V617F tox: 0; NCF1 inh: -8; TbHK1 inh: 3; p97 inhibitor: 2; BaF3 tox: 1; RBBP9 inh: -8; PGE2 EP2 inh: 6

What do the screens show for `CCOC(=O)C1(CC2CCCCO2)CCN(Cc2cn[nH]c2-c2cccc(F)c2)CC1` (stereo unspecified)?
PPC-1+TRAIL kill: 18; Furin inhibitor: -24; Ba/F3 V617F tox: 2; NCF1 inh: -4; TbHK1 inh: 7; p97 inhibitor: -9; BaF3 tox: 7; RBBP9 inh: -8; PGE2 EP2 inh: 9

Results for CC(=O)Nc1ccc(OCC(O)Cn2nc(C)c(Br)c2C)cc1 (stereo unspecified) ?
PPC-1+TRAIL kill: 29; Furin inhibitor: -14[20 µM]; Ba/F3 V617F tox: 3; NCF1 inh: -13; TbHK1 inh: 1; p97 inhibitor: -1; BaF3 tox: 4; RBBP9 inh: -11; PGE2 EP2 inh: 13
